Bioassay records: PubChem BioAssay, Center for Chemical Genomics, University of Michigan
Dicer inh: human Dicer pre-microRNA cleavage inhibition; actives 6% (n = 47,000); z-score at 25 µM; cat-ELCCA pre-miR-21 Dicer processing, chemiluminescence; active compounds read high; Q9UPY3; in the data active = z-score above about 3, passing the limit was not always enough;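 also: plate controls were vehicle for no effect and no enzyme for full effect; higher signal means more uncleaved substrate so more Dicer inhibition; strong numbers were not always called active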
Starred values were filed as active, the others as inactive; & = joins results of further samples.

SMILES	Dicer inh
CCOC(=O)c1c(C)n(-c2ccccc2)c2cc(Br)c(O)cc12	3.7*
O=C(Nc1ccc(OCc2ccccc2)cc1)Nc1cc(-c2cccs2)nn1-c1ccc(F)cc1	-1.6
COc1ccc(Nc2nc(N)nc(CSc3ncccn3)n2)cc1	1.2
O=C(Oc1ccccc1)c1cc(-c2ccccc2)c(C(F)(F)F)s1	0.9
CCOC(=O)c1c(C)csc1NC(=O)CC(=O)C(F)(F)F	1
O=c1oc(-c2ccccc2Cl)nn1-c1cc(C(F)(F)F)ccn1	-0.12
CCCCC(CC)CN=C(N)NC(N)=NCCCCCCN=C(N)NC(N)=NCC(CC)CCCC (configuration not stated)	-0.29
O=[N+]([O-])c1ccc(S(=O)(=O)c2cc(Cl)ccc2Cl)[n+]([O-])c1	-1.2
Cc1ccc(-n2nnnc2-c2c[nH]c3ccc(C)cc23)cc1	-0.48
CC(C)N1C(=O)C(O)(CC(=O)c2ccc3c(c2)OCCO3)c2ccccc21 (configuration not stated)	-0.38
C#CC(C)(CC)OCC(O)CS(=O)(=O)O (configuration not stated)	-0.41
COc1ccc(C(=O)OC2=C(C(=O)c3ccccc3)N(C)S(=O)(=O)c3ccccc32)cc1OC	-0.33
NC(/C=C/c1cc(C(F)(F)F)cc(C(F)(F)F)c1)=N\OC(=O)c1ccc(Cl)cc1	-0.03
N#Cc1cnc(N2CCN(c3ccccc3)CC2)nc1N	-0.2
COC(=O)Nc1ccc(S(=O)(=O)N(C)C)cc1	-1.4
COc1cc(/C=N\n2c(C)n[nH]c2=S)cc(OC)c1OC	0.52
COc1cccc(-c2coc3c(C)c4oc(=O)c5cc(OC)ccc5c4cc23)c1	0.41
COc1cc(C2c3c(oc4ccccc4c3=O)C(=O)N2CCCN2CCOCC2)ccc1O (configuration not stated)	1.2
O=c1sc2ccccc2n1CCCOc1ccc(Cl)cc1	-0.31
O=C(O)CCc1c[nH]c2ccccc12	-2.2
CCOC(=O)CN1C(=O)C(O)(CC(=O)c2cccc3ccccc23)c2ccccc21 (configuration not stated)	2.8
COC(=O)c1ccc(S(=O)(=O)Nc2ccc3c(c2)C(=O)OC3)n1C	-3.6
Cc1oc(C(C)(C)C)cc1C(=O)Nc1ccc(SCc2cccc(Cl)c2F)cc1	-1.6
CS(=O)(=O)N(Cc1ccc(Cl)cc1)c1ncc(C(F)(F)F)cc1Cl	-0.74
Fc1ccccc1CN1CCN(CC2CC=CCC2)CC1 (configuration not stated)	-0.94
COc1cc(S(=O)(=O)N2CCN(C)CC2)ccc1Cl	2
O=[N+]([O-])c1cc(Br)cc2c1[nH]c1c(Br)cc(Br)cc12	0.33
COc1nc(C)c(-c2csc(C)n2)cc1C#N	-1.1
COc1ccc(-c2cc3ccccc3n2CC(O)CN2CCN(CCO)CC2)cc1 (configuration not stated)	-0.75
C=CCN1C(=O)C(O)(CC(=O)c2ccc(OCC)cc2)c2cc(Br)ccc21 (configuration not stated)	2.1
CCOc1ccc2c(c1)C(C)=CC(C)(C)N2C(=O)Nc1ccc(Cl)cc1	-0.52
COc1ccccc1NC(=O)NNC(=S)NCC(OC)OC	-0.02
N#CCCN1C(=O)C(=O)c2ccccc21	1.2
Cc1sc2nc(SCC(=O)N3CCCC3)[nH]c(=O)c2c1C	-0.25
CN(C)CCN1C(=O)C(O)=C(C(=O)c2cc3ccccc3o2)C1c1ccc(OCc2ccccc2)cc1 (configuration not stated)	-0.19
CN1CCN(CC(=O)N2c3ccccc3C(=O)Nc3cccnc32)CC1	2.4
CN[C@H]1[C@@H](O)[C@H](O[C@H]2[C@@H](O)[C@@H](OC3OC(CN)=CCC3N)[C@H](N)C[C@@H]2N)OC[C@@]1(C)O (some centres not stated)	6
Cc1cccc(NC(c2ccc(F)cc2)c2ccc3cccnc3c2O)n1 (configuration not stated)	8.9*
O=C(Nc1ccc(C(F)(F)F)cc1)Nc1sccc1Cl	1.7
CCCOc1ccc(C2c3c(oc4ccccc4c3=O)C(=O)N2c2ccc(C)cn2)cc1OCC (configuration not stated)	-0.52
CCOC(=O)c1c[nH]c2c([N+](=O)[O-])cccc2c1=O	-0.56
COc1ccc(-c2coc3c(C)c4oc(=O)c5ccccc5c4cc23)cc1	-0.74
COc1cc(O)ccc1C1Nc2c(C)cccc2-c2cc(C)nn21 (configuration not stated)	3.8*
COc1cccc(C2N3CC4(C)CN2CC(C)(C3)C4)c1O (configuration not stated)	0.19
O=C1CC(N2CCN(Cc3ccc4c(c3)OCO4)CC2)C(=O)N1CC(c1ccccc1)c1ccccc1 (configuration not stated)	0.66
COc1ccccc1-c1c(C(F)(F)F)oc2cc(OC(C)C(=O)OC(C)C)ccc2c1=O (configuration not stated)	-0.13
CCOc1ccccc1C1Nc2ccccc2NC2=C1C(=O)CC(c1ccccc1)C2 (configuration not stated)	0.83
Cc1c(C#N)c(=O)[nH]c2ccccc12	-1.9
CC1=NN(c2ccc(C)cc2)C(=O)C1=C1SCCS1	-0.81
CC(C)(C)C(=O)Nc1sc2c(c1C#N)CCCC2	-0.81

(more compounds)
SMILES	Dicer inh
Cn1c2ccc(F)cc2c2nnc(SCCN3CCOCC3)nc21	-3.4
O=c1cc(O)c2sc3nc(-c4cccnc4)cc(C(F)(F)F)c3c2[nH]1	2
Cc1ccc(-c2nn(CCO)c(=O)c3ccccc23)cc1C	1.7
O=C(O)CSc1nc2cc(Cl)ccc2s1	1.8
CCOC(=O)c1nnn(-c2nonc2N)c1-c1ccc(C)cc1	1.4
CN(C)Cc1c(O)ccc2c(=O)c(-c3ccccc3)c(C(F)(F)F)oc12	1.4
CC(C)c1nnc(NC(=O)Cn2c(=O)oc3ccccc32)s1	0.6
COCCOC(=O)C1=C(C)Nc2nc3ccccc3n2C1c1cccc(C)c1 (configuration not stated)	-5.5
O=c1sc2ccccc2c(NCCCN2CCOCC2)c1[N+](=O)[O-]	-0.32
COC(=O)c1sc(SC)c2c1CC(C)(C)C/C2=N/OC(=O)c1ncc(C(F)(F)F)cc1Cl	1.3
C[N+](C)(C)CCOC(N)=O	49
S=C(NNC(=S)NC1CC2CCC1C2)NC1CC2CCC1C2 (configuration not stated)	1.9
Cn1c(SCC(=O)Nc2cccc(Cl)c2)nnc1-c1ccc(C(C)(C)C)cc1	-0.75
COc1ccc(-n2ccc(-c3ccccc3)nc2=S)cc1	0.19
O=C1c2cccc3c([N+](=O)[O-])ccc(c23)C(=O)N1CC1CCCO1 (configuration not stated)	-1.2
C=CCSc1n[nH]c(=O)n1-c1ccc2c(c1)OCCO2	-0.45
COc1cccc(C2Nc3ccccc3-c3cc(C)nn32)c1OC (configuration not stated)	-0.12
O=C(CCc1ccccc1)NC1CCSC1=O (configuration not stated)	0.1
CC(=O)c1ccc(N2CCN(S(=O)(=O)c3c(C)noc3C)CC2)cc1	-2.7
COc1ccc(C2C3=C(CC(C)(C)CC3=O)Nc3ncnn32)cc1 (configuration not stated)	1.4
CC(=O)c1cc2c(cc1Br)OCCCO2	0.1
CC12c3ccccc3C(C)(c3ccccc31)C1C(=O)N(c3ccc(C(=O)O)cc3)C(=O)C12 (configuration not stated)	0.98
Cc1ccc(S(=O)(=O)N2Cc3ccccc3C(C)CC23CCCCC3)cc1 (configuration not stated)	4.4
O=c1c(-c2cccc3ccccc23)c(C(F)(F)F)oc2cc(O)ccc12	-0.11
Cc1cc(=O)cc(C)n1-c1ccc(C(=O)O)cc1	-5.6
CCc1ccc(C2c3c(oc4ccc(C)cc4c3=O)C(=O)N2CCCN2CCOCC2)cc1 (configuration not stated)	0.43
CC(C)Oc1c(N2CCOCC2)c(=O)c1=O	5.3*
C[C@@](Cc1ccc(O)c(O)c1)(NN)C(=O)O	0.61
O=C(CSc1nc(-c2ccccc2)c(-c2ccccc2)o1)Nc1nccs1	0.13
CCSc1nnc2c(n1)OC(c1cccc(F)c1)N(C(C)=O)c1ccccc1-2 (configuration not stated)	-0.65
CCc1cc(C)cc(OCC(O)Cn2c(C)[n+](C)c3ccccc32)c1 (configuration not stated)	-0.79
O=C(O)c1cnc2sccn2c1=O	-0.14
C=CCn1c2ccccc2c2nn3cnnc3nc21	0.19
c1cnc(N2CCN(Cc3ccc4c(c3)OCO4)CC2)nc1	0.47&18
Cc1ccc2oc(-c3ccccc3Cl)c(O)c(=O)c2c1	0.95
CCN(CC)CC(=O)Nc1sc2c(c1C#N)CCC(C)C2 (configuration not stated)	2.5
COc1ccc(/C=C/c2nn3c(-c4ccccc4Cl)nnc3s2)cc1	2.3
CCOC(=O)c1cc(=O)c2cc(I)ccc2o1	-0.95
CSc1nnc(SC)n1CCNC(=O)c1c(Cl)cccc1Cl	1.2
Cc1cccc(-n2cc(-c3ccccc3)c3c(=O)[nH]cnc32)c1	0.77
N/C(CS(=O)(=O)c1cccs1)=N\OC(=O)Nc1ccccc1	1.3
OCCOCCN1CCN(C2=Nc3ccccc3Sc3ccccc32)CC1	0.86
COc1ccc(CNc2oc(COc3ccc(OC)cc3)nc2C#N)cc1	0.63
c1ccc(-c2cc(N3CCOCC3)c3ccccc3n2)cc1	1.1
CC(C)c1ccc(S(=O)(=O)N(C(=O)c2cccnc2)c2ccc3oc(=O)sc3c2)cc1	2.7
COc1ccc(CN2C(=O)c3oc4ccc(F)cc4c(=O)c3C2c2ccc(O)c(OC)c2)cc1 (configuration not stated)	-0.54
NC(=O)c1c(NC(=O)COc2ccccc2Br)sc2c1CCCC2	2.5
CCOC(=O)/C(=C(/C)Nc1ccc(F)cc1)C1CC(=O)N(c2cc(C)on2)C1=O (configuration not stated)	-2
O=S(=O)(CC(c1ccccc1)N1CCOCC1)c1ccc(Cl)cc1 (configuration not stated)	0.02
c1cn(CCCNc2ncnc3ccsc23)cn1	-1.4

(continued)
SMILES	Dicer inh
COc1cc2c(cc1OC)C(C)N(C(=O)Nc1ccc(OC)c(OC3CCCC3)c1)CC2 (configuration not stated)	-0.25
CCCc1c(O)ccc2c1OC(C)(CCC(=O)OC)CC2=O (configuration not stated)	-0.59
CCOCCOC(=O)C1=C(C)NC2=C(C(=O)CC(C)(C)C2)C1c1cc(Cl)c(O)c(OC)c1 (configuration not stated)	0.37
CSc1nc2c(c(=O)n1C1CCOC(C)(C)C1)C1(CCCC1)Cc1ccccc1-2 (configuration not stated)	1.8
Cn1ccnc1SCC(=O)Nc1ccccc1	0.15
CSc1sc(C(=O)Nc2ccccc2Cl)c2c1S(=O)(=O)N(C)c1ccccc1-2	0.05
Cc1ccc(S(=O)(=O)NCCc2ccc(S(N)(=O)=O)cc2)cc1	0.1
Cc1cc(O)c(C(C)C)cc1NS(=O)(=O)c1ccccc1	4.2*
COc1nc2c(c(-c3ccco3)c1C#N)Cc1cc(NC(C)=O)ccc1-2	8.3
COc1cc(C2Nc3ccccc3NC3=C2C(=O)CC(c2cccs2)C3)cc(Br)c1O (configuration not stated)	4.6*
CN1OC(COC(=O)c2cc(Cl)cc(Cl)c2)CC12C1CC3CC(C1)CC2C3 (configuration not stated)	0.65
O=C(CN1C(=O)C(=O)c2ccccc21)Nc1ccccc1Cl	-1.9
NS(=O)(=O)c1ccc(NC(=O)CN2CCCc3ccccc32)cc1	0.64
CC(C)N(Cc1ccccc1)S(=O)(=O)c1ccc(CNC(=O)c2ccccc2)s1	0.19
COCc1cc(=O)[nH]c(-c2cccc(C)c2)n1	0.36
c1ccc(CCN2Cc3ccccc3C2)cc1	-0.47
N#Cc1nnn(-c2cc(Cl)cc(Cl)c2)c1N	-1.8
Cc1cc(C)nc(NC(=O)C(C)(C)Oc2ccc(Cl)cc2)n1	1.7
Brc1ccc(-c2csc(NN=C3Cc4ccccc4C3)n2)cc1	1.9
CCOc1ccc(-c2cc(O)cc3sc(=O)oc23)cc1	5.7*
CC[n+]1c(/C=C/Nc2ccccc2)sc2c(C)c(C)sc21	2.4
C=C(NC(=O)C(=C)NC(=O)c1csc(C2=N[C@H]3c4csc(n4)[C@H]4NC(=O)c5csc(n5)[C@H]([C@@](C)(O)[C@@H](C)O)NC(=O)[C@H]5CSC(=N5)/C(=C\C)NC(=O)[C@H]([C@@H](C)O)NC(=O)c5csc(n5)[C@]3(CC2)NC(=O)[C@H](C)NC(=O)C(=C)NC(=O)[C@H](C)NC(=O)[C@H](C(C)CC)N[C@@H]2C=Cc3c([C@H](C)O)cc(nc3[C@H]2O)C(=O)O[C@@H]4C)n1)C(N)=O (some centres not stated)	1.7

Molecules shown so far that have an aryl thioether with sulfur outside any ring:
SMILES	Dicer inh
COc1ccc(Nc2nc(N)nc(CSc3ncccn3)n2)cc1	1.2
Cc1oc(C(C)(C)C)cc1C(=O)Nc1ccc(SCc2cccc(Cl)c2F)cc1	-1.6
Cc1sc2nc(SCC(=O)N3CCCC3)[nH]c(=O)c2c1C	-0.25
Cn1c2ccc(F)cc2c2nnc(SCCN3CCOCC3)nc21	-3.4
O=C(O)CSc1nc2cc(Cl)ccc2s1	1.8
COC(=O)c1sc(SC)c2c1CC(C)(C)C/C2=N/OC(=O)c1ncc(C(F)(F)F)cc1Cl	1.3
Cn1c(SCC(=O)Nc2cccc(Cl)c2)nnc1-c1ccc(C(C)(C)C)cc1	-0.75
C=CCSc1n[nH]c(=O)n1-c1ccc2c(c1)OCCO2	-0.45
O=C(CSc1nc(-c2ccccc2)c(-c2ccccc2)o1)Nc1nccs1	0.13
CCSc1nnc2c(n1)OC(c1cccc(F)c1)N(C(C)=O)c1ccccc1-2 (configuration not stated)	-0.65
CSc1nnc(SC)n1CCNC(=O)c1c(Cl)cccc1Cl	1.2
CSc1nc2c(c(=O)n1C1CCOC(C)(C)C1)C1(CCCC1)Cc1ccccc1-2 (configuration not stated)	1.8
Cn1ccnc1SCC(=O)Nc1ccccc1	0.15
CSc1sc(C(=O)Nc2ccccc2Cl)c2c1S(=O)(=O)N(C)c1ccccc1-2	0.05

The list is partial; the hit share may differ from the screen's.
